Screening results deposited in PubChem by several laboratories.
AddAB inh: less growth of phage-infected E. coli with AddAB. E. coli expressing H. pylori AddAB, absorbance growth. inhibition, % at 11.9 µM. actives 0.29% (n = 330,000). AID 435030; in the data active means inhibition above about 12%;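 further: 0% = vehicle wells of infected cells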
OPRM1-OPRD1 ag: agonists of human mu-delta opioid receptor heterodimerization. P35372+P41143. cells, OPRM1-OPRD1 heterodimerization, luminescence. activation, % at 9.3 µM. actives 0.3% (n = 340,000). AID 504326; in the data active means activation above about 18%;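 further: 0% = vehicle-treated cells and 100% = reference agonist; values of inactives mirror those of a sister screen read the other way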
Tat export inh: inhibitors of E. coli Tat protein transport. E. coli MC4100 TorA-mCherry Tat export, fluorescence. inhibition, % at 10 µM. actives 0.036% (n = 340,000). AID 488895;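 active means mean replicate inhibition at least 50% and at least half of replicates individually reaching 50%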;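 further: exported cargo escapes ClpAP degradation while cytoplasmic cargo is degraded and loses fluorescence; 0% = median of neutral control wells and 100% = median of NaSCN control wells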
Ecoli viability: reduces bacterial viability in AddAB counter-screen | actives 0.27% (n = 330,000) | inhibition, % at 11.9 µM | AID 449728 | E. coli V3065 growth, OD600 absorbance, 18 h;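 active means inhibition above the campaign's mean inhibition across all tested compounds plus 3 SD, cut at about 9.9% in these data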;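 further: uninfected addAB+ strain grown without phage in ampicillin broth; 0% = DMSO wells and 100% = ciprofloxacin 0.95 µg/ml wells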
PKA-R1A activ: PKA-R1A complex activation; P00514+P68181; PKA-R1A dissociation, Cy5-IP20 fluorescence polarization; scaled: DMSO 0%, 113 µM cGMP 100%; activation, % at 11.4 µM; actives 0.083% (n = 340,000); AID 504707;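 active means percent activation above the mean of all tested compounds plus 3 SD, cut at about 19% in these data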;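 further: higher means more PKAc released from R1A so a rise in polarization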
phage Ecoli inh: E. coli growth loss with phage present | growth absorbance | inhibition, % at 11.9 µM | actives 0.26% (n = 360,000) | AID 651602; in the data active means inhibition above about 11%
SUMO Mot1 rescue: blocks SUMOylation pathway, rescuing yeast Mot1-301 growth; growth rescue, % at 18.8 µM; S. cerevisiae Mot1-301 growth rescue, ATP luminescence, 38.5C; percent above DMSO median, 100 means doubled; actives 1% (n = 320,000); AID 2716;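 active means every valid replicate shows activation above 250% relative to neutral control wells; inactive means the rest, any valid replicate at or below 250%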;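 further: OY570 slx delta 5 strain wells were the positive control but not used for scaling; some compounds called inactive have numbers as strong as hits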
PfHsp90 set2: reduces growth (ATP signal) of yeast expressing P. falciparum Hsp90; actives 0.32% (n = 310,000); S. cerevisiae expressing PfHsp90, BacTiter-Glo ATP, 48 h; yeast lacking PDR1 and PDR3 efflux regulators; inhibition, % at 9.4 µM;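 active means every replicate shows inhibition above about 80%, whatever the replicate mean, limit read from the data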;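 further: 0% = DMSO neutral controls and 100% = 20 µM radicicol positive controls; yeast relying on Plasmodium falciparum Hsp90 in place of its own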
OPRM1-OPRD1 inv: inverse agonists of human mu-delta opioid receptor heterodimerization. inhibition, % at 9.3 µM. actives 0.21% (n = 340,000). AID 504357. cell-based MOR-DOR heterodimer luminescence, inverse agonism; in the data active means inhibition above about 22%, passing the limit was not always enough;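 further: 0% = cells with DMSO and 100% = wells without cells with DMSO; values of inactives mirror those of a sister screen read the other way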
HTR5A inv ctr: counter-screen for OPRM1-OPRD1 inverse agonists: human HTR5A inverse agonism | P47898 | HTR5A cell line, luminescence | inhibition, % at 9.3 µM | actives 0.083% (n = 340,000); in the data active means inhibition mostly above about 23%, no sharp cut-off; inactive means mostly below about 18%;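 further: 0% = cells with DMSO and 100% = no-cell wells with DMSO; some compounds called inactive have numbers as strong as hits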
Target sequence (P47898 whole entry, looked up): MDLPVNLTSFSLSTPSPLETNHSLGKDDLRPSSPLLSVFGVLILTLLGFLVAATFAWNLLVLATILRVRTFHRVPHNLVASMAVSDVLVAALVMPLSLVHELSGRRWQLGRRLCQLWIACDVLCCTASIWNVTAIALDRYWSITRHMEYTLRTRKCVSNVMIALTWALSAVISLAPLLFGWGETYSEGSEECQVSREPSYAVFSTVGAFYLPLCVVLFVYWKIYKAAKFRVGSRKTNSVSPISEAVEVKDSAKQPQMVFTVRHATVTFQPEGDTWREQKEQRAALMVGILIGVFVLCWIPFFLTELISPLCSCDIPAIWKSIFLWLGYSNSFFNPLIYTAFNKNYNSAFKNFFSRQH
PKA-R2B act: activates the human PKA-R2B holoenzyme complex | AID 504700 | P22694+P31323 | PKA-R2B holoenzyme dissociation, Cy5-IP20 fluorescence polarization; R2B truncated from residue 108, S112A mutant; 0% DMSO only, 100% 113 µM cGMP | actives 0.079% (n = 340,000) | activation, % at 11.4 µM;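 active means activation above a cutoff set at the mean over all compounds plus 3 SD, cut at about 18% in these data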;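 further: higher means more holoenzyme dissociation and a rise in polarization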
Target sequence (P31323 whole entry, looked up, other chains not shown, the tested form may be a part): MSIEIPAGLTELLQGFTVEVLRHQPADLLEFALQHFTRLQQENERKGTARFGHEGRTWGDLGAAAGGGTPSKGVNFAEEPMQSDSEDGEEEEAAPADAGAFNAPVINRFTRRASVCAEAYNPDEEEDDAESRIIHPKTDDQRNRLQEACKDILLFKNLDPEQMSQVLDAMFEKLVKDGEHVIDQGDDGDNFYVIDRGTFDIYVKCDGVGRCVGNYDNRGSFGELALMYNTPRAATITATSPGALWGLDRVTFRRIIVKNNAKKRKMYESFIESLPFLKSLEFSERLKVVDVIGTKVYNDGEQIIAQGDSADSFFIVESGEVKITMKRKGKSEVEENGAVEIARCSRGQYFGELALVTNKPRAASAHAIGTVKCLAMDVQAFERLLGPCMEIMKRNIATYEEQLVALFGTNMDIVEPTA
* = called active by the depositor; nt = not tested or not shown.

SMILES	AddAB inh	OPRM1-OPRD1 ag	Tat export inh	Ecoli viability	PKA-R1A activ	phage Ecoli inh	SUMO Mot1 rescue	PfHsp90 set2	OPRM1-OPRD1 inv	HTR5A inv ctr	PKA-R2B act
CCOC(=O)CC1C(=O)NCCN1S(=O)(=O)c1ccc(Cl)c(Cl)c1 (stereo unspecified)	2.9	-2.5	-4	1.8	-10	0.3	102	-9	16	-5	-8
CC(NC(=O)CCc1nnc(-c2ccccc2)o1)c1ccccc1 (stereo unspecified)	2.8	-3.0	10	-0.8	-7	0.5	3	24	15	-21	-6
Cc1ccc(OCC(=O)NC2=NCCS2)cc1	0.5	-2.8	-4	1.3	1	2.0	nt	8	15	-22	-3
CCOC(=O)CSc1nc2cc(S(=O)(=O)Nc3ccccc3OC)ccc2o1	0.9	-0.7	1	0.0	3	1.1	-3	2	4	-6	-2
CC(C)(O)C#Cc1ccc(C(=O)NCCC(=O)O)s1	1.1	-1.4	-6	-1.8	3	6.0	1	-5	7	-13	-17
COc1cc(C)nc(N2CCC(C(=O)NCC3CCCO3)CC2)n1 (stereo unspecified)	0.4	-3.7	0	0.6	-1	3.5	-15	nt	19	1	-18
CCC(C)(C)n1nnnc1C(c1ccccn1)N1CCCCC1 (stereo unspecified)	1.7	-1.8	0	-0.3	3	1.3	nt	4	10	3	-5
COc1ccc2c(-c3ccccc3)cc(=S)[nH]c2c1	-1.7	1.1	0	-1.1	2	1.1	90	0	-5	-15	5
CCC(C)[C@H](NC(=O)c1cn(CC)c2cc3c(cc2c1=O)OCO3)C(=O)NCCCn1ccnc1 (stereo partly specified)	1.9	-1.5	1	1.4	-2	1.6	5	-3	8	25	-1
O=C1CC(N(O)c2ccccc2)C(=O)N1c1ccc(Cl)c(Cl)c1 (stereo unspecified)	-1.1	6.4	-1	-3.4	-1	2.3	-19	-18	-32	-30	-3
Cc1ccc(-c2nc(-c3ccccn3)no2)cc1	2.4	0.1	7	-0.2	6	2.2	-54	55	0	-17	-5
Cc1c(Cl)cccc1NC(=S)NCC(O)c1ccccc1 (stereo unspecified)	0.7	-0.8	1	-0.6	0	-1.3	1	-10	4	-13	-11
CCOC(=O)N1CCC(NC(=O)C2CCN(S(=O)(=O)N3CCC(C)CC3)CC2)CC1	1.7	0.1	3	-0.7	2	nt	7	5	-1	-12	-3
COc1ccc(CNC(=O)C2CCN(C(=O)c3sccc3-n3cccc3)CC2)cc1	-1.8	-1.7	-9	-2.1	-5	0.6	1	-9	9	-8	6
CCCNC(=O)Cn1cnc([N+](=O)[O-])n1	1.1	2.1	-14	-1.2	-1	4.8	4	2	-10	-2	2
CCC(Sc1nc2n[nH]c(C)c2c(=N)n1-c1cc(Cl)ccc1C)C(=O)N1CCOCC1 (stereo unspecified)	4.0	-0.9	-5	2.4	-6	-1.3	-11	-41	4	7	-5
COc1cccc(N/N=C/c2cccc(Br)c2O)c1	1.6	2.6	10	3.9	-6	-1.0	3	-7	-14	6	3
Cc1ccc(C)c(SCC(=O)Nc2ccc(S(=O)(=O)Nc3ncccn3)cc2)c1	2.6	-1.9	2	4.4	5	0.3	6	-3	10	-18	-15
O=S(=O)(Nc1cccc(-n2cnnn2)c1)c1ccc(Cl)nc1	-0.1	-2.6	-4	0.2	9	2.1	-3	0	14	20	7
O=C(COC(=O)c1cccc(Cl)c1)NCCN1C(=O)CSC1=O	2.0	0.8	4	0.7	-1	1.6	216	16	-5	-3	-10
O=C(CN1C(=O)NC2(CCCCCC2)C1=O)NCc1ccc(F)cc1	2.1	-1.0	1	-1.6	-4	2.6	-26	28	5	11	9
CC(C)(C)c1ccc(C(=O)Nc2ccccc2NC(=O)c2ccco2)cc1	-0.2	1.4	7	1.6	-7	3.2	1	-43	-8	-15	-5
Cc1ccc(OCC(=O)N2CCN(S(C)(=O)=O)CC2)cc1	-0.5	-3.3	5	-0.1	-7	-0.3	-19	-6	17	-13	-6
COc1ccc(CNc2ccc3c(c2)ncn3C)cc1OC	0.5	-3.1	10	-1.0	-2	1.3	8	4	14	-27	9
O=C(Cn1nnc2ccccc21)NC1CCCCC1	0.6	0.9	-7	1.7	-6	2.8	-4	-78	-6	3	-9
Cc1ccc2nsnc2c1NC(=O)c1ccc([N+](=O)[O-])o1	3.6	4.9	-7	0.8	-12	nt	-18	-20	-40	-19	2
CC(C)C(NS(=O)(=O)c1ccc2c(c1)oc(=O)n2C)C(=O)N1CCN(c2ccccc2F)CC1 (stereo unspecified)	4.0	-2.0	7	-0.8	-2	1.2	374	-5	10	2	-5
CCCc1cc(C(=O)Nc2cccc([N+](=O)[O-])c2)cs1	-0.4	12	-1	3.8	-2	1.7	245	2	-71	3	-6
O=C(N/N=C/c1ccncc1)C1CC1C(=O)N/N=C/c1ccncc1 (stereo unspecified)	4.7	-1.7	0	3.4	-2	-0.1	-12	18	9	-2	-4
Cc1ccc(Oc2ccc(S(=O)(=O)N3CCOCC3)cc2C(N)=O)cc1C	2.1	-6.0	13	-0.4	-4	2.6	-3	-18	20	19	0
O=C(COc1ccc(F)cc1)OCCN1CCOCC1	1.6	-3.3	-1	0.6	-1	2.5	-4	1	14	0	0
CC(=O)OCC(=O)[C@@]1(O)CC[C@H]2[C@@H]3CCC4=CC(=O)C=C[C@]4(C)[C@H]3C(=O)C[C@@]21C	-2.2	-2.5	-9	-2.1	-5	3.6	1	-12	15	-9	4
COc1ccc(CCNC(=O)c2c[nH]c3ccccc3c2=O)cc1OC	5.5	3.3	4	0.1	-3	1.2	-10	nt	-20	10	-6
COc1ccc(OC)c(NS(=O)(=O)c2c(C)nc3sccn3c2=O)c1	3.2	-1.3	-1	1.4	-5	3.5	-13	4	7	2	4
Cc1ccc(NC(=O)CCC(=O)N/N=C/c2cccnc2)cc1	3.4	-0.1	-8	2.5	-9	2.2	-2	6	1	6	-3
CCc1cccc(CC)c1NC(=O)COC(=O)CC1c2ccccc2CCN1S(=O)(=O)c1ccc(F)cc1 (stereo unspecified)	4.5	0.7	7	0.5	1	3.5	-1	-11	-4	0	-5
CCc1cc(=O)oc2cc(C)cc(OCC(=O)NC(Cc3c[nH]c4ccc(O)cc34)C(=O)O)c12 (stereo unspecified)	-1.2	-2.6	3	-3.9	-18	-3.2	172	20	14	-18	2
Cc1ccc(C2=N/C(=C/c3cccs3)C(=O)N2Nc2ccccc2)cc1	1.8	4.4	-1	0.4	0	0.7	6	-9	-25	12	-10
CCn1cc(S(=O)(=O)CC(=O)N2CCc3ccccc32)c2ccccc21	-0.3	-1.0	-8	0.6	-3	2.8	-9	-1	5	-19	7
CC(C)CCNC(=O)CN(CCCN1CCOCC1)C(=O)Cn1nnc(-c2ccc(F)cc2)n1	1.2	-0.1	16	0.3	-10	4.9	12	-19	1	-26	-1
CCOC(=O)C1CCN(C(=O)COC(=O)c2ccc3c(c2)C(=O)N(c2ccc(OCC)cc2)C3=O)CC1	-0.8	-1.2	0	0.2	-6	4.1	-18	-62	6	5	-5
Cc1c(C)n(CCc2ccccc2)c2ncnc(NCCCN(C)C)c12	-0.1	-2.2	-6	-2.7	0	0.0	331	17	10	-2	-9
COC(=O)N/N=C/c1ccccc1	2.0	-0.3	-10	-0.5	3	3.3	-5	2	1	-10	-17
CC(C)(C)c1ccc(NC(=O)Nc2ccc3ccccc3n2)cc1	1.5	-2.6	7	-0.1	0	2.7	6	-34	13	-5	8
Cc1ccc(S(=O)(=O)n2nc(OC(=O)c3ccccc3F)cc2N)cc1	2.4	-1.1	-1	-1.3	4	-0.2	24	-19	7	-5	-2
Cc1ccc(CN2CCC(n3nccc3NC(=O)C3CCOC3)CC2)cc1 (stereo unspecified)	3.4	-2.2	8	1.0	1	2.3	56	-10	12	-8	5
COC(=O)c1nnc(-c2ccccc2)c(-c2ccccc2)n1	1.1	-2.0	-4	-1.2	0	3.2	-10	-83	10	-7	-7
CCCCN(C(=O)CSCC(=O)Nc1ccc(OC)cc1)c1c(N)n(CC(C)C)c(=O)[nH]c1=O	nt	-1.8	3	nt	-12	0.5	nt	42	9	0	-15
COCCCNc1ncnc2sc3c(c12)CCC(C)C3 (stereo unspecified)	0.2	-4.1	6	-0.2	-7	-0.3	-17	9	20	-17	-7
O=C1NC(=O)C2(COC(c3cccnc3)OC2)S1 (stereo unspecified)	-2.5	1.2	-2	0.4	-2	2.8	4	0	-9	6	2
COc1cccc(/C=N/NC(=O)c2csc(-n3nc(C)cc3C(F)(F)F)n2)c1	-1.2	-4.1	-2	-4.3	-2	-1.7	-8	1	20	2	9
Cc1ccc(NC(=O)NNC(=O)c2sccc2-n2cccc2)cc1	-1.5	-1.2	2	-1.4	0	4.0	0	-5	6	-21	5
C[C@]1(C(=O)O)Cc2oncc2C[C@@H]1C(=O)O	2.1	-3.6	-5	-0.2	-8	0.6	24	16	19	30	4
COC(=O)c1c(NC(=O)CN2CCN(C(=O)c3ccco3)CC2)c2c(C)cccc2n1C	0.6	-2.5	0	-1.0	-7	3.1	0	24	11	4	5
CCOC(=O)C(=CN(CCc1ccccc1)CC(=O)OC)C(=O)OCC	1.3	-0.3	-4	0.1	6	2.3	-12	nt	2	13	7
CC(C)(C)OC(=O)C[C@H]1C/C=C\C[C@@H](CC(=O)N(CCO)Cc2ccccc2)C(=O)NC[C@H](c2ccccc2)OC1=O	2.9	-1.1	6	1.8	8	2.5	1	1	7	15	5
COC(=O)[C@@H](NC(=O)NC1CCCc2ccccc21)C(C)C (stereo partly specified)	0.2	-2.0	-5	-2.5	0	0.2	-12	5	10	9	-2
CC(=O)NC(C(=O)OCC(=O)N(c1ccccc1)c1ccccc1)C(C)C (stereo unspecified)	-0.7	-1.9	0	-0.4	-1	-0.9	-11	27	9	8	-9
O=S(=O)(c1ccc(F)cc1)c1nc(-c2ccccc2)oc1N1CCOCC1	0.4	-3.8	0	0.9	-11	1.5	-15	4	21	2	-6
Cc1cc(C)c2c(n1)sc1c(=O)n(CC(=O)c3ccccc3)cnc12	2.2	-0.2	-6	2.7	-11	-2.5	-3	1	1	-15	5
CCOC(=O)c1[nH]c(C(=O)O)c(CCC(=O)OC)c1C	1.3	-0.7	-1	0.1	-5	0.9	7	0	4	12	-2
